Screening results as filed in PubChem BioAssay.
Keap1-Nrf2 PPI = Keap1-Nrf2 protein-protein interaction inhibitors, primary screen, biochemical, fluorescence polarization, single point | Kelch-like ECH-associated protein 1 (Homo sapiens), Q14145 | Keap1 Kelch-Nrf2 peptide fluorescence polarization, 1536-well | inhibition, % at 9.4 µM | hit rate 0.15% among 340,000; in the data active means inhibition above about 12%;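 further: human Keap1 Kelch domain with fluorescein labeled Nrf2 9mer peptide probe; 0% = neutral control wells and 100% = peptide positive control; higher means more block of Keap1 binding to Nrf2 peptide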
Target sequence (Q14145 whole entry, looked up, the tested form may be a part): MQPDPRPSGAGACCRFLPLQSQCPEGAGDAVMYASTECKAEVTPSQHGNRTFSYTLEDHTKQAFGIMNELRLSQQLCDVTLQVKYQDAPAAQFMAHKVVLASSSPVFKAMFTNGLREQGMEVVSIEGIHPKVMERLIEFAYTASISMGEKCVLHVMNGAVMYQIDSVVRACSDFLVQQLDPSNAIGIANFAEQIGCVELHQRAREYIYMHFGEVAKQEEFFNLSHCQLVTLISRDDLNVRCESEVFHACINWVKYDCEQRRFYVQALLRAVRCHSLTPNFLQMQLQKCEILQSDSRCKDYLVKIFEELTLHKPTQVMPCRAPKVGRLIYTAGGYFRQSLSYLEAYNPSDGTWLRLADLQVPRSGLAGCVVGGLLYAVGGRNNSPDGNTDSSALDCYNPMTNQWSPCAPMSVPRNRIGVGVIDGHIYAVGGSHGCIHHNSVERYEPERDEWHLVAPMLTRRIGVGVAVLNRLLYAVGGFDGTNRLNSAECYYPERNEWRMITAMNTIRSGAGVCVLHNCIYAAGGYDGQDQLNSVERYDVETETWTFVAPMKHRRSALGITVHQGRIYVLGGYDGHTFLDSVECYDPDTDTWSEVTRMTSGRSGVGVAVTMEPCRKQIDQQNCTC
NSD2 HMT inh = NSD2 histone methyltransferase inhibitors, primary screen, biochemical, AlphaScreen, single concentration, set 2; hit rate 0.54% among 310,000; inhibition, % at 12.5 µM; NSD2 peptide methylation, 120 min; Histone-lysine N-methyltransferase NSD2 (Homo sapiens), O96028; in the data active means inhibition above about 50%
C-LANA FP = inhibitors of KSHV C-LANA binding to DNA, primary screen, biochemical, fluorescence polarization, FAM-LBS DNA, MBP-C-LANA, single point; Kaposi's sarcoma herpesvirus LANA C-terminal domain (residues 932-1162) DNA binding; inhibition, % at 9 µM; hit rate 0.078% among 340,000;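 active means highest replicate inhibition at or above 60% at 9 µM, even if other replicates fall short; inactive means all replicates below 60% inhibition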;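 further: 0% = neutral control wells and 100% = 4 µM acridine orange control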
CAL PDZ FP-1 = untagged CAL PDZ binding inhibitors, primary screen, biochemical, fluorescence polarization, HTS; Golgi-associated PDZ and coiled-coil motif-containing protein (Homo sapiens), Q9HD26; purified CAL PDZ, TMR-peptide fluorescence polarization, 1 h; inhibition, % at 24.9 µM; hit rate 0.92% among 300,000; AID 602252, 2012;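 active means mean inhibition of at least 30% with at least half of replicates also reaching 30%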;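 further: 0% = DMSO neutral control and 100% = excess unlabeled competitor peptide PRC23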
DSG3 Ab inh = inhibitors of pemphigus antibody binding to DSG3, primary screen, biochemical, bead-based, flow cytometry, scFv-GFP; hit rate 0.48% among 310,000; DSG3-coupled beads, scFv-anti-DSG3-GFP binding; hits give low values; Desmoglein-3 (Homo sapiens), P32926; AID 588358, 2011; binding (percent of control), % at 10 µM;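 active means binding more than 3 SD below its plate's average and above zero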;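 further: hits lower antibody fragment binding to DSG3; some compounds called inactive have numbers as strong as hits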
CAL PDZ FP-2 = CAL PDZ peptide-binding inhibitors, primary screen, biochemical, fluorescence polarization, Cer-tagged CAL PDZ, HTS; purified CAL PDZ, TMR-peptide fluorescence polarization, 1 h; AID 504414, 2011; inhibition, % at 20 µM; hit rate 0.02% among 330,000;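 active means highest replicate inhibition of at least 40%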;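 further: plate controls were DMSO neutral control wells for no effect and unlabeled competitor peptide control wells for full effect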
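Assay system – tagged CAL PDZ protein CerCALP, purified · Timing – 1 h at RT · Compound – single point, 20 µM · Measured by – fluorescence polarization from S- and P-plane intensities, G-factor corrected · Evaluation – inhibition from polarization loss · Probe or stimulus – TMR reporter peptide T*-PRC34 · Buffer or medium – pH 7.4 phosphate-saline buffer, reducing agent, detergent, IgG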
DAGLB inhibitor = DAGLB lipase inhibitors, primary screen, biochemical, fluorescence, HTS; Diacylglycerol lipase-beta (Homo sapiens), Q8NCG7; HEK293T DAGLB membrane lysate, EnzChek fluorogenic substrate; inhibition, % at 5.17 µM; hit rate 0.059% among 340,000; in the data active means inhibition above about 34%;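 further: 0% = enzyme with vehicle and 100% = wells lacking enzyme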
V-ATPase pH = regulators of yeast V-ATPase proton pumping, primary screen, pHLuorin cytosolic pH fluorescence. hit rate 0.37% among 350,000. S. cerevisiae. response, % at 10 µM. AID 504577, 2011; in the data active means response mostly above about 7.3%, no sharp cut-off; inactive means mostly below about 5.4%; further: actives read high; inactives centre near 0; some compounds called inactive have numbers as strong as hits; reference of the scale not given here
Arr AP2 block = inhibitors of beta-arrestin/AP2 binding, primary screen, biochemical, GPCR trafficking, flow cytometry. hit rate 0.31% among 340,000. inhibition, % at 10 µM. beta-arrestin 1 C-terminal peptide binding to AP2 beta2-adaptin appendage (human). FITC-arrestin peptide / GST-AP2 beads; AP2 beta2 appendage carries R879A mutation;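 active means inhibition above a set limit, near 3 SD of compounds lacking own fluorescence, cut at about 54% in these data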;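 further: plate controls were DMSO wells for no effect and 5 µM unlabelled arrestin peptide for full effect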
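Material – GST-tagged AP2 beta2-adaptin appendage (R879A) on 4 µm glutathione beads · Probe or stimulus – fluorescein-tagged arrestin peptide at 50 nM final · Timing – 12 min plus 1 h, RT · Detection – bead flow cytometry, FITC channel · Read-out basis – inhibition as reduced fluorescein signal on beads, percent · Medium – PBS plus Tween 20 (0.05%) and BSA (0.1%)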
RTF Ca sens inh = cardiac RTF calcium sensitivity inhibitors, primary screen, biochemical, IANBD-TnC fluorescence, EC70 calcium; AID 493244, 2011; inhibition, % at 7.15 µM; hit rate 0.12% among 340,000; IANBD-labeled cardiac RTF, Ca2+ fluorescence;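 active means inhibition above the mean inhibition of all tested compounds plus 3 SD, cut at about 17% in these data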;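 further: assay run at fixed EC70 calcium of 1.6 mM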
* hit, by the source's call; / = no result given. This is a subset, so the mix of outcomes need not match the whole.

SMILES	Keap1-Nrf2 PPI	NSD2 HMT inh	C-LANA FP	CAL PDZ FP-1	DSG3 Ab inh	CAL PDZ FP-2	DAGLB inhibitor	V-ATPase pH	Arr AP2 block	RTF Ca sens inh
Cc1cccc(-c2nc(CS(=O)CC(=O)N3CC(C)CC(C)C3)c(C)o2)c1 (stereo not given)	-1.2	8.4	0.2	-1.9	102.7	-2.4	-3.0	0.2	34.9	3.4
CSc1ccccc1NC(=O)c1cccnc1	0.9	-4.2	0.6	-9.3	99.5	/	1.3	0.9	8.8	-1.9
CN(C(=O)COC(=O)c1cccc(S(=O)(=O)N2CCOCC2)c1)C1CCS(=O)(=O)C1 (stereo not given)	1.5	/	-0.4	-2.1	102.3	-0.2	2.3	2.2	30.4	-16.5
CCn1c2ccccc2c2cc(NC(=O)COC(=O)c3ccccc3F)ccc21	-1.5	-2.2	0.2	-2.5	108.5	0.1	-4.4	0.9	-7.3	-2.9
O=[N+]([O-])c1cc(C(F)(F)F)c(Cl)cc1N1CCN(CCO)CC1	-5.1	5.3	0.7	-3.5	/	-0.6	2.6	-1.3	18.8	-5.0
O=c1cc(CN2CCCCCC2)nc2sccn12	-5.7	0.1	4.0	-7.2	107.4	0.2	2.5	-1.9	7.8	1.2
CC(NC(=O)c1ccc2c(c1)S(=O)(=O)N=C1CCCCCN12)c1ccc(S(N)(=O)=O)cc1 (stereo not given)	-0.1	-0.1	0.5	-0.4	/	-2.0	0.3	-2.9	-4.8	-2.4
O=C(NCc1cn2ccccc2n1)C1CCC(=O)N(Cc2ccccc2F)C1 (stereo not given)	1.2	-5.5	-1.4	-6.5	/	0.1	0.0	0.9	10.5	-3.7
c1csc(-c2nnsc2-c2nc3ccccc3[nH]2)c1	4.2	/	-0.7	-4.9	97.9	-1.5	-2.6	-1.0	-3.1	-7.4
O=C(Cc1ccccc1)N/N=C/c1cc2c(cc1Cl)OCO2	-2.8	-2.0	0.6	-1.8	/	-2.2	-1.6	2.9	5.8	-20.2
COc1ccc(NS(=O)(=O)c2cc(OC)ccc2OC)cc1	0.4	50.0	-0.4	-2.4	/	-0.3	0.0	0.8	-13.9	3.2
Cc1ccc(CNC(=O)C(CC(C)C)OC(=O)c2ccco2)cc1 (stereo not given)	-1.9	-2.5	-0.8	1.8	103.0	-1.8	-2.2	10.7	-6.3	7.2
Nc1ccc2c(c1)Cc1cc(Cl)c(Cl)cc1-2	-4.6	-1.7	-4.0	0.8	112.0	0.4	4.6	0.4	10.7	-2.3
O=C(C1CCCO1)N1CCN(C(=S)Nc2ccc(F)c(Cl)c2)CC1 (stereo not given)	-4.1	-5.9	-0.8	/	95.5	-0.1	-1.0	-1.7	11.2	4.6
COc1ccc(-n2c(CCc3ccccc3)n[nH]c2=S)cc1	-9.5	2.4	-0.8	/	92.2	-1.0	3.3	2.2	25.9	-11.9
COc1ccc([C@H]2CC(=O)C=C(c3ccc(CNC(=O)OC(C)(C)C)cc3)C2)cc1	-5.5	/	-1.6	7.1	103.4	0.3	-7.0	0.1	21.5	-3.6
Cc1ccc(S(=O)(=O)N2CN(Cc3ccco3)c3nc4ccccc4nc32)cc1	-8.2	0.2	2.0	-3.2	102.8	-0.8	-2.5	2.1	3.1	-0.9
CC1(C)CC2CC(C)(CN2/C=C2/CCCCC2=O)C1 (stereo not given)	-1.2	-1.0	2.1	-3.2	99.7	-2.6	-2.0	1.3	-6.1	-4.0
CCOC(=O)CNC(=O)CSc1ncnc2c1nnn2-c1ccc(F)cc1	-1.8	-1.1	-0.1	-1.4	100.9	-0.7	-1.7	5.0	13.5	-8.6
Cc1ccccc1-n1c(=O)c2ccccc2n2nnnc12	-6.5	-0.6	0.1	10.7	/	-1.1	-0.3	3.6	8.5	-5.1
Cc1cccc(C)c1NC(=O)CN(C)C(=O)C1=COCCO1	-4.9	1.2	1.5	6.0	/	-0.2	-1.0	5.2	-3.9	0.1
COc1ccc(C2C3=C(NCCN=C3c3ccccc3)C(=O)N2c2ccccc2)c(OC)c1 (stereo not given)	-0.1	1.1	-0.4	-4.8	102.2	-0.3	-0.3	-0.6	39.6	-5.7
COc1ccc(C(=O)Nc2nc3ccccc3s2)cc1OC	-2.0	-1.4	0.3	-2.9	101.1	-2.2	-1.9	-0.7	5.5	2.5
O=C(CCCN1C(=O)c2ccccc2C1=O)NCCCN1CCOCC1	-0.1	-3.8	0.0	2.8	103.5	-1.8	0.2	-1.7	1.2	-13.4
COc1ccc(NC(=S)Nc2ccc(Oc3ccccc3)cc2)cc1	-1.2	-2.5	0.3	1.5	105.9	0.4	-0.6	-0.7	20.9	-16.9

Continued.
SMILES	Keap1-Nrf2 PPI	NSD2 HMT inh	C-LANA FP	CAL PDZ FP-1	DSG3 Ab inh	CAL PDZ FP-2	DAGLB inhibitor	V-ATPase pH	Arr AP2 block	RTF Ca sens inh
NNC(=O)c1cc(C23CC4CC(CC(C4)C2)C3)nc2ccccc12	-0.2	0.4	-1.9	1.3	131.5	0.0	-8.7	1.3	-3.8	-5.6
Cc1ccc(NC(=O)CC2=NC(=O)C(CC(=O)Nc3ccccc3C)S2)cc1 (stereo not given)	-1.3	1.2	-1.0	-0.7	92.4	-0.3	3.1	0.0	-3.3	6.0
Cc1cc(C(=O)NC2CCCCC2)c2cc(F)ccc2n1	0.5	0.4	-1.0	-4.3	94.0	-0.6	1.1	-1.8	25.3	8.7
CCOC1OC(=O)C(Cl)=C1Nc1ccccc1C (stereo not given)	1.0	6.0	1.5	-3.6	101.3	0.1	-2.4	-1.5	7.4	-18.4
CC(Sc1cccc[n+]1[O-])C(=O)Nc1cc(Cl)c(Cl)cc1Cl (stereo not given)	-4.7	-2.0	-1.5	6.3	92.2	0.4	0.3	0.5	11.5	-2.4
COc1cc(NC(=O)NC(C)(C(F)(F)F)C(F)(F)F)cc(OC)c1OC	-2.9	/	-1.8	2.6	97.8	-1.2	0.1	-0.6	17.6	7.4
Cc1nc(NC(=O)c2cncc(Br)c2)ccc1Br	0.1	2.9	-1.5	-3.7	93.1	/	-1.6	-1.2	5.0	-15.1
COC(CNC(=O)c1ccc(CS(=O)(=O)c2ccccc2)o1)OC	2.6	0.0	9.6	-1.3	106.8	-0.2	-3.5	-1.8	23.9	-1.4
COc1ccc(-n2nc(C(=O)NCC(=O)N(C)Cc3ccccc3)c3ccccc3c2=O)cc1OC	0.8	-3.4	0.6	2.4	/	-1.8	0.9	-2.1	21.8	-23.7
Cc1ccc(-n2c(SCC(=O)Nc3ccc4c5c(cccc35)CC4)nc(O)c(C)c2=O)cc1	-0.9	4.6	1.4	-5.1	111.4	-1.1	12.9	-1.4	-14.8	-5.1
CC(C)c1ccc(OC(=O)NCCO)cc1	-3.4	7.7	0.9	-4.7	/	-0.1	-0.6	1.2	-8.6	5.8
C=CCN1CCN(C(=O)c2cc3c(s2)CCC(CC)C3)CC1 (stereo not given)	-0.2	4.9	-0.3	-3.2	101.7	-0.6	-3.5	2.5	4.0	-1.2
CCC(=O)c1ccc(OCC(=O)O)c(OC)c1	-4.9	-2.6	-0.9	/	/	-1.3	-0.6	2.4	-3.7	-1.7
O=C(COc1ccc(F)cc1Cl)NC1CCCCCC1	3.8	0.3	-1.1	-2.7	/	0.3	-4.5	4.8	28.7	-3.5
CCC(=O)Nc1ccc(Cl)c(NC(=O)c2cccnc2)c1	1.9	-3.4	-1.1	2.5	102.3	-1.4	-0.8	-4.1	5.7	-10.8
Cc1ccccc1NC(=O)c1cccc(OCc2c(C)noc2C)c1	-0.7	-2.3	1.4	-1.2	/	-1.8	0.7	5.8	-0.4	0.2
COc1cc(CNCCNCC(C)O)ccc1OCc1ccc(Cl)nc1 (stereo not given)	0.5	2.7	2.2	-4.6	96.6	0.2	-0.5	3.2	-1.2	5.4
Cc1cc(C2CCCCC2)n(O)c(=O)c1	2.2	/	0.8	-2.8	97.8	-1.3	-4.1	-0.5	14.5	9.7
Cc1cccc(N(CC(N)=O)C2SC(=O)N(c3ccccc3)C2=O)c1 (stereo not given)	-1.2	1.0	0.8	-3.7	93.1	0.4	-1.6	-0.9	-2.4	2.0
COc1ccc(C)cc1S(=O)(=O)N(CC(=O)Nc1cccc([N+](=O)[O-])c1)c1ccccc1	-0.8	-0.4	2.4	-1.9	100.4	-3.5	-4.4	1.3	5.0	-0.7
COc1ccc(C2=NN(C(=O)CN3CCCCC3)C(c3ccc(OC)cc3)C2)cc1 (stereo not given)	-5.6	5.5	-0.4	-1.1	/	-3.7	-2.0	-3.0	2.3	-5.0
CCOC(=O)C(=O)Nc1ccc(OC)c(Cl)c1	-4.7	2.3	-0.1	-2.5	109.4	-1.4	2.0	-4.4	8.6	-10.4
COc1ccc(OC)c(NC(=O)COc2ccc(S(=O)(=O)N3CCCC3)cc2)c1	-2.5	1.3	-2.1	1.3	99.4	-1.5	0.3	-5.0	-8.4	-2.6
COc1ccc(CC(=O)Nc2cc3oc4ccccc4c3cc2OC)cc1	-2.9	-0.6	-1.6	-5.2	100.6	-0.4	5.0	2.2	1.3	-6.6
Cc1cnc(C(=O)OCC(=O)Nc2cc(-c3ccccc3)nn2-c2ccccc2)cn1	-2.6	-2.0	-1.5	-3.9	106.6	-0.4	-0.6	0.5	4.2	-10.8

By substructure, the compounds so far with an aryl thioether with sulfur outside any ring (four)
SMILES	Keap1-Nrf2 PPI	NSD2 HMT inh	C-LANA FP	CAL PDZ FP-1	DSG3 Ab inh	CAL PDZ FP-2	DAGLB inhibitor	V-ATPase pH	Arr AP2 block	RTF Ca sens inh
CSc1ccccc1NC(=O)c1cccnc1	0.9	-4.2	0.6	-9.3	99.5	/	1.3	0.9	8.8	-1.9
CCOC(=O)CNC(=O)CSc1ncnc2c1nnn2-c1ccc(F)cc1	-1.8	-1.1	-0.1	-1.4	100.9	-0.7	-1.7	5.0	13.5	-8.6
CC(Sc1cccc[n+]1[O-])C(=O)Nc1cc(Cl)c(Cl)cc1Cl (stereo not given)	-4.7	-2.0	-1.5	6.3	92.2	0.4	0.3	0.5	11.5	-2.4
Cc1ccc(-n2c(SCC(=O)Nc3ccc4c5c(cccc35)CC4)nc(O)c(C)c2=O)cc1	-0.9	4.6	1.4	-5.1	111.4	-1.1	12.9	-1.4	-14.8	-5.1
